Compound activity (PubChem)
Tb PGK inh: T. brucei PGK inhibition | P07378 | PGK/GAPDH coupled, Kinase-Glo luminescence, 60 min | Potency, µM (titrated, usually from 57.5 µM), for inactives: top-dose activity change, negative = inhibition, usual class: inhibitors | actives 0.043% (n = 380,000) | AID 602233; also: potency is read from the fitted curve at half-maximal effect; % is scaled to controls: 0 for no effect and ±100 for the full control effect; nearly all actives have a fitted effect of over 60% in size
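Recombinant glycosomal PGK reaction used 1,3-bisphosphoglycerate generated in-well by GAPDH (100nM final) in 100mM TEA pH 7.6, 5mM MgCl2, 0.01% Tween-20. After 60 minutes at room temperature, ATP was read by Kinase-Glo Plus luminescence end-point.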
Anesthetic bind: binds horse apoferritin like a general anesthetic. P02791. apoferritin/1-aminoanthracene competitive binding, fluorescence. Potency, µM (highest dose often 77.5 µM), for inactives: at the highest dose activity change, negative = displacement, hits mostly inhibitors. actives 0.074% (n = 350,000). AID 485281; also: potency is read from the fitted curve at half-maximal effect; % is scaled to controls: 0 for no effect and ±100 for the full control effect; nearly all actives have a fitted effect of over 20% in size
Target sequence (P02791 2-175 limits assumed): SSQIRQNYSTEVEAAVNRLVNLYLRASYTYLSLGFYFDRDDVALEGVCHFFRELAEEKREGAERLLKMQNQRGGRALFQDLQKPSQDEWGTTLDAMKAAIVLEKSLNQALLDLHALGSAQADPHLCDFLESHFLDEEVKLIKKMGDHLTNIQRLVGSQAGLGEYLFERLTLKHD
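In PBS, apoferritin at 10 uM is loaded with 1-AMA from a 50% saturated solution. After 10 min of compound exposure at ambient temperature, reduced 535 nm fluorescence indicates probe displacement.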
POLB inh: DNA polymerase beta (human) inhibition | P06746 | Pol beta primer extension/strand displacement, fluorescence kinetic | Potency, µM (top dose mostly 114 µM), for the others: top-dose activity change, negative = inhibition, usual class: inhibitors | actives 1.3% (n = 340,000) | AID 485314; also: potency is read from the fitted curve at half-maximal effect; % is scaled to controls: 0 for no effect and ±100 for the full control effect
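Pol beta (10 nM) was preincubated with compound for 15 min at room temperature. The reaction was then started with 50 nM substrate and read immediately and after a further 10 min at room temperature.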
APEX1 inh: blocks human APE1 abasic DNA cleavage; actives 0.35% (n = 350,000); recombinant APE1, TAMRA/BHQ-2 abasic DNA cleavage fluorescence; Potency, µM (titrated, usually from 65.8 µM), inactives show top-dose activity change, negative = inhibition, hits mostly inhibitors;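 also: potency is read from the fitted curve at half-maximal effect; plate controls were vehicle for no effect and reference inhibitor for full effect; nearly all actives have a fitted effect of over 55% in size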
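Readout is kinetic fluorescence (ex 525, em 598 nm) from cleavage of 50 nM TAMRA/BHQ-2 THF abasic duplex by 0.75 nM APE1, compound added 15 min beforehand at RT.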
Pol eta inh: DNA polymerase eta (human) inhibition; Potency, µM (highest dose often 114 µM), for inactives: at the highest dose activity change, negative = inhibition, most hits filed as inhibitors; Q9Y253; actives 1.2% (n = 390,000); recombinant Pol eta, fluorescent DNA replication assay; also: potency is read from the fitted curve at half-maximal effect; % is scaled to controls: 0 for no effect and ±100 for the full control effect
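Pol eta (10 nM) was preincubated with compounds for 15 min at room temperature, after which fluorescent replication substrate (50 nM final) was added to start the reaction. Fluorescence was read kinetically at 0 and 10 min.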
RXFP1 antagonist: blocks the human relaxin receptor RXFP1 | Q9HBX9 | activity change, negative = inhibition, % at 57.5 µM | AID 1259400 | actives 0.59% (n = 350,000) | HEK293-RXFP1, relaxin-stimulated cAMP HTRF, 30 min; active compounds read low;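 active = activity change of -60% or lower, but not beyond a set lower limit; inconclusive = change between -60% and -40%, or beyond the set limit; inactive = change above -40%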; also: % is scaled to controls: 0 for no effect and ±100 for the full control effect
Pol iota inh: DNA polymerase iota (human) inhibition. Pol iota fluorescent replication assay, 10 min. Potency, µM (titrated, usually from 115 µM), inactives show at the top dose activity, negative = inhibition, hits mostly inhibitors. actives 1% (n = 390,000); also: potency is read from the fitted curve at half-maximal effect
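Fluorescent replication assay read twice, at 0 min and 10 min after adding 50 nM (final) substrate. Enzyme (10 nM) and compounds were first incubated 15 min at room temperature; enzyme-free buffer wells were negative controls.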
POLK inh: inhibitors of human DNA polymerase kappa; Potency, µM (highest dose often 107 µM), for inactives: top-dose activity, negative = inhibition, usual class: inhibitors; actives 0.53% (n = 400,000); Q9UBT6; purified Pol kappa, fluorescent DNA synthesis assay, 10 min; also: potency is read from the fitted curve at half-maximal effect; % is scaled to controls: 0 for no effect and ±100 for the full control effect
Target sequence (Q9UBT6 whole entry, looked up): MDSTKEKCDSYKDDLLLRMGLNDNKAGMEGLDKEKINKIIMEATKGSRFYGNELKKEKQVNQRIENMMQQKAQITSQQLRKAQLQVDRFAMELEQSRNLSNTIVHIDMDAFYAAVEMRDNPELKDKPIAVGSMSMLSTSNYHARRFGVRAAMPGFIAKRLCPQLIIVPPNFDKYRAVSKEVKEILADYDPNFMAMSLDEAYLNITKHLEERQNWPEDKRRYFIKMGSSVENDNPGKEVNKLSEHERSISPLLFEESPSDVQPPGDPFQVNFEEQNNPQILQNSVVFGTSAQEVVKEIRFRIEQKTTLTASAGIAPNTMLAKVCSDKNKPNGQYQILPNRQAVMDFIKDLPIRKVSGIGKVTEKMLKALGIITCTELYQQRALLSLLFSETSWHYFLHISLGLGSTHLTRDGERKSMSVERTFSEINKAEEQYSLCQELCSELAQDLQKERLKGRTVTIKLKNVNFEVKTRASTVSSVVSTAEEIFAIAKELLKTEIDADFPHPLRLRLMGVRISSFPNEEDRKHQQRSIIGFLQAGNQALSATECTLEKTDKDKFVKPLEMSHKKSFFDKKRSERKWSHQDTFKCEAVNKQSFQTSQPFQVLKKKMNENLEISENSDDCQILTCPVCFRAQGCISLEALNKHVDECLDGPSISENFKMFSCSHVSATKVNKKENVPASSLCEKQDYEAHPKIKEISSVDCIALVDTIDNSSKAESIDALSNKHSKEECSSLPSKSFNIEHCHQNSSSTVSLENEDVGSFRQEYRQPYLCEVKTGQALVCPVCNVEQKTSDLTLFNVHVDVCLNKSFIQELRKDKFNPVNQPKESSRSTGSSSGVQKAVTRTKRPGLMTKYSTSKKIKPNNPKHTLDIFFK
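Kinetic fluorescence screen: compound preincubated 15 min RT with 10 nM enzyme; 50 nM substrate (final) initiates; reads at 0/10 min.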
BLM inh: blocks DNA unwinding by human BLM helicase; actives 0.2% (n = 350,000); recombinant BLM DNA unwinding, fluorescence dequenching; Potency, µM (doses to about 56.1 µM), inactives show at the highest dose activity change, negative = inhibition, hits mostly inhibitors; P54132;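 also: potency is read from the fitted curve at half-maximal effect; plate controls were vehicle for no effect and no enzyme for full effect; nearly all actives have a fitted effect of over 35% in size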
Starred values were filed as active, the others as inactive; i = inactive; ? = inconclusive; . = not tested or not shown; & = joins results of further samples; [ ] = remark or other dose. Unless noted, calls follow the shape of the dose curve; as a rule, active = well fitted curve in the direction sought with a large enough effect; inconclusive = small, poorly fitted or top-dose-only effect, or another doubt; inactive = no such curve, though single readings can be large; an effect the other way counts as inactive or inconclusive. This is a subset, so the mix of outcomes need not match the whole.

| smiles | Tb PGK inh | Anesthetic bind | POLB inh | APEX1 inh | Pol eta inh | RXFP1 antagonist | Pol iota inh | POLK inh | BLM inh |
| --- | --- | --- | --- | --- | --- | --- | --- | --- | --- |
| Cc1ccccc1NC(=O)CCc1c(C)nc2c(c1C)c(=O)n(C)c(=O)n2C | 0% | -1% | 3% | . | -13% | . | 19% | 0% | -5% |
| CC(/C=C1\SC(=Nc2cccnc2)NC1=O)=C\c1ccccc1 | 0% | -8% | ? | 12% | -2% | -3 | 42%[activator] | -5% | -4% |
| COc1ccccc1S(=O)(=O)Cc1ccc(C(=O)N2CCN(c3ccc(C)cc3)C(C)C2)o1 (stereo not drawn) | -2% | -6% | -14% | -8% | -13% | 3 | -24% | -7% | -10% |
| NNc1nnc(NN)c2ccccc12 | . | 0% | . | -4% | . | -9 | . | 2%[19.4 µM] | -2% |
| Cc1ccc(S(=O)(=O)N2CCCN(S(=O)(=O)c3ccc4c(c3)OCCO4)CC2)cc1 | 6% | 100%[activator] | 0% | 10% | -7% | 5 | 0%&8% | 3%&0% | -8% |
| CC1(C)CC(=O)c2sc(NC(=O)c3ccco3)nc2C1 | -3% | -5% | 10% | -3% | 0% | . | 27% | 11% | 2% |
| O=C(Nc1ccc2c(c1)C(=O)N(CC1CCCO1)C2=O)c1cccc(Br)c1 (stereo not drawn) | i | 14% | -16% | -5% | -5% | -6 | 4% | -9% | -10% |
| COc1ccc(C2CC(=O)CCN2S(=O)(=O)c2ccc(C)cc2)cc1 (stereo not drawn) | -4% | . | . | . | -3% | . | -2% | -13% | . |
| COCCCNC(=O)CSc1nc(-c2ccc(OC)cc2)[nH]c1-c1ccc(OC)cc1 | 0% | -8% | 4% | . | -20% | -12 | 9% | -3% | -7% |
| CCc1ccc(S(=O)(=O)N(C(=O)Oc2ccccc2)c2ccc3oc(C)c(C(=O)OC)c3c2)cc1 | -8% | -6% | -19% | . | 1% | 2 | -4% | -5% | -7% |
| COC(=O)COc1ccc(S(=O)(=O)Nc2ccc(C(N)=O)cc2)cc1Cl | -2% | -7% | 9% | -1% | -3% | 5 | 14% | -2% | 0% |
| CCn1c(C)nnc1SCC(=O)Nc1cccc(Cl)c1 | -2% | -14% | 39% | 5% | -2% | -1 | 19% | -1% | 4% |
| COc1cc(OC)cc(C(=O)N[C@H](C(=O)OCC(=O)Nc2ccc(F)c(F)c2)C(C)C)c1 | 0% | -5% | 18% | -3% | -19% | 5 | 19% | -10% | -7% |
| Cc1nnc(Nc2ccc(C(=O)N3CCOCC3)cc2)c2ccccc12 | -3% | -2% | -3% | -3% | 5% | 9 | 12% | -19% | -1% |
| O=C(c1sc2cc([N+](=O)[O-])ccc2c1Cl)N1CCOCC1 | -12% | -7% | 41% | -1% | -17% | -4 | 60%[activator] | -10% | -6% |
| COc1ccc(C2=NC(C)(C)N(CC(=O)Nc3ccc(F)c(F)c3)C2=O)cc1 | . | -12% | 9% | . | . | -5 | 30% | -2% | -4% |
| O=C(Nc1cc(-c2nn(CC(=O)N3CCCCC3)c(=O)c3ccccc23)ccc1N1CCOCC1)c1ccc(Cl)cc1 | 6% | -16% | -7% | -9% | -2% | -4 | 12% | -4% | -1% |
| COC(=O)c1[nH]c2ccccc2c1NC(=O)CCN1CCSCC1 | 6% | -17% | 1% | 3% | -2% | 9 | 17% | -6% | 1% |
| COc1ccc(Nc2ncnc3c2cnn3Cc2ccccc2)cc1OC | . | -17% | ? | -3% | -14% | -6 | 2% | -9% | -7% |
| CC[C@H](C)[C@H](NC(=O)[C@H](CCC(=O)O)NC(=O)[C@H](C)NC(=O)[C@@H](NC(=O)[C@H](Cc1cnc[nH]1)NC(=O)[C@@H](NC(=O)[C@H](CCC(=O)O)NC(=O)[C@H](C)NC(=O)[C@@H](NC(=O)[C@H](CC(C)C)NC(=O)[C@H](Cc1cnc[nH]1)NC(=O)[C@H](Cc1cnc[nH]1)NC(=O)[C@H](CC(C)C)NC(=O)[C@H](Cc1c[nH]c2ccccc12)NC(=O)[C@H](Cc1ccccc1)NC(=O)[C@H](CCCNC(=N)N)NC(=O)[C@H](CCCNC(=N)N)NC(=O)[C@H](CCCNC(=N)N)NC(=O)[C@H](CC(C)C)NC(=O)[C@H](CC(=O)O)NC(=O)[C@H](CCC(N)=O)NC(=O)[C@@H](NC(=O)[C@H](CO)NC(=O)[C@H](CCCCN)NC(=O)CNC(=O)[C@H](CCCCN)NC(=O)[C@H](CC(=O)O)NC(=O)[C@H](Cc1cnc[nH]1)NC(=O)[C@H](CC(C)C)NC(=O)[C@H](CC(C)C)NC(=O)[C@H](CCC(N)=O)NC(=O)[C@@H](NC(=O)[C@H](CCC(=O)O)NC(=O)[C@H](CO)NC(=O)[C@@H](NC(=O)[C@H](C)N)C(C)C)[C@@H](C)CC)[C@@H](C)CC)[C@@H](C)CC)[C@@H](C)CC)[C@@H](C)O)C(=O)O | . | 64%[activator] | . | 0% | . | . | . | 12%[60.1 µM] | 2% |
| COCCn1c(=S)[nH]c2cc(C(=O)N3CCN(c4ccccc4OC)CC3)ccc2c1=O | -6% | -15% | -15% | -7% | -6% | -112* | 19% | -2% | -6% |
| N=C1/C(=C/c2cccs2)C(=O)N=C2SN=C(SCc3ccccc3)N12 | -8% | ? | ? | 0% | 25µM* | -10 | ? | -4% | -9% |
| O=C(CN1CCN(C(=O)c2ccco2)CC1)Nc1ccccc1-c1ccccc1 | -2% | -23% | 25% | -6% | -7% | 1 | 30%[activator] | -28% | -2% |
| CCC(=O)Oc1ccc(NC(=O)CSCc2ccccc2)cc1 | . | ? | 2% | -4% | -21% | 4 | 23% | -2% | -5% |

Part of the list above, showing only Pol eta inh and RXFP1 antagonist.
smiles,Pol eta inh,RXFP1 antagonist
O=C(Nc1cc(-c2nn(CC(=O)N3CCCCC3)c(=O)c3ccccc23)ccc1N1CCOCC1)c1ccc(Cl)cc1,-2%,-4
COC(=O)c1[nH]c2ccccc2c1NC(=O)CCN1CCSCC1,-2%,9

A portion from further up, for reference:
| smiles | Tb PGK inh | Anesthetic bind | POLB inh | APEX1 inh | Pol eta inh | RXFP1 antagonist | Pol iota inh | POLK inh | BLM inh |
| --- | --- | --- | --- | --- | --- | --- | --- | --- | --- |
| O=C(c1sc2cc([N+](=O)[O-])ccc2c1Cl)N1CCOCC1 | -12% | -7% | 41% | -1% | -17% | -4 | 60%[activator] | -10% | -6% |
| COc1ccc(C2=NC(C)(C)N(CC(=O)Nc3ccc(F)c(F)c3)C2=O)cc1 | . | -12% | 9% | . | . | -5 | 30% | -2% | -4% |
| O=C(Nc1cc(-c2nn(CC(=O)N3CCCCC3)c(=O)c3ccccc23)ccc1N1CCOCC1)c1ccc(Cl)cc1 | 6% | -16% | -7% | -9% | -2% | -4 | 12% | -4% | -1% |
| COC(=O)c1[nH]c2ccccc2c1NC(=O)CCN1CCSCC1 | 6% | -17% | 1% | 3% | -2% | 9 | 17% | -6% | 1% |
| COc1ccc(Nc2ncnc3c2cnn3Cc2ccccc2)cc1OC | . | -17% | ? | -3% | -14% | -6 | 2% | -9% | -7% |
| CC[C@H](C)[C@H](NC(=O)[C@H](CCC(=O)O)NC(=O)[C@H](C)NC(=O)[C@@H](NC(=O)[C@H](Cc1cnc[nH]1)NC(=O)[C@@H](NC(=O)[C@H](CCC(=O)O)NC(=O)[C@H](C)NC(=O)[C@@H](NC(=O)[C@H](CC(C)C)NC(=O)[C@H](Cc1cnc[nH]1)NC(=O)[C@H](Cc1cnc[nH]1)NC(=O)[C@H](CC(C)C)NC(=O)[C@H](Cc1c[nH]c2ccccc12)NC(=O)[C@H](Cc1ccccc1)NC(=O)[C@H](CCCNC(=N)N)NC(=O)[C@H](CCCNC(=N)N)NC(=O)[C@H](CCCNC(=N)N)NC(=O)[C@H](CC(C)C)NC(=O)[C@H](CC(=O)O)NC(=O)[C@H](CCC(N)=O)NC(=O)[C@@H](NC(=O)[C@H](CO)NC(=O)[C@H](CCCCN)NC(=O)CNC(=O)[C@H](CCCCN)NC(=O)[C@H](CC(=O)O)NC(=O)[C@H](Cc1cnc[nH]1)NC(=O)[C@H](CC(C)C)NC(=O)[C@H](CC(C)C)NC(=O)[C@H](CCC(N)=O)NC(=O)[C@@H](NC(=O)[C@H](CCC(=O)O)NC(=O)[C@H](CO)NC(=O)[C@@H](NC(=O)[C@H](C)N)C(C)C)[C@@H](C)CC)[C@@H](C)CC)[C@@H](C)CC)[C@@H](C)CC)[C@@H](C)O)C(=O)O | . | 64%[activator] | . | 0% | . | . | . | 12%[60.1 µM] | 2% |
| COCCn1c(=S)[nH]c2cc(C(=O)N3CCN(c4ccccc4OC)CC3)ccc2c1=O | -6% | -15% | -15% | -7% | -6% | -112* | 19% | -2% | -6% |
| N=C1/C(=C/c2cccs2)C(=O)N=C2SN=C(SCc3ccccc3)N12 | -8% | ? | ? | 0% | 25µM* | -10 | ? | -4% | -9% |
| O=C(CN1CCN(C(=O)c2ccco2)CC1)Nc1ccccc1-c1ccccc1 | -2% | -23% | 25% | -6% | -7% | 1 | 30%[activator] | -28% | -2% |
| CCC(=O)Oc1ccc(NC(=O)CSCc2ccccc2)cc1 | . | ? | 2% | -4% | -21% | 4 | 23% | -2% | -5% |
